# PGK inhibitor = inhibitors of T. brucei phosphoglycerate kinase | P07378 | PGK/GAPDH coupled, Kinase-Glo luminescence, 60 min | Potency, µM (series often up to 57.5 µM), inactives show top-dose activity change, negative = inhibition, usual class: inhibitors | 380,000 compounds, 0.043% hits | AID 602233; further: potency means the concentration at half of the fitted maximal effect; on the % scale 0 is the no-effect control and ±100 the full control effect; nearly all actives have a fitted effect of over 60% in size
#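 Luminescent ATP detection (Kinase-Glo Plus) follows a 60-minute room-temperature incubation, with wells lacking PGK as controls. Buffer: 100 mM TEA (pH 7.6), 5 mM MgCl2, 0.01% Tween-20. Coupling enzyme GAPDH (100 nM final) supplies unstable 1,3-BPG in-well.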
# Anesthetic bind = candidate novel general anesthetic via apoferritin binding; AID 485281; 350,000 compounds, 0.074% hits; Potency, µM (top dose mostly 77.5 µM), for the others: at the highest dose activity change, negative = displacement, most hits filed as inhibitors; apoferritin/1-aminoanthracene competitive binding, fluorescence; P02791; further: potency means the concentration at half of the fitted maximal effect; on the % scale 0 is the no-effect control and ±100 the full control effect; nearly all actives have a fitted effect of over 20% in size
#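 Apoferritin-based anesthetic binding model; compound displacement of fluorescent 1-AMA measured as endpoint fluorescence after 10 minutes at room temperature, scaled to free-ligand and complex controls.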
# BLM inh = inhibitors of human Bloom syndrome helicase BLM; P54132; recombinant BLM DNA unwinding, fluorescence dequenching; Potency, µM (series often up to 56.1 µM), for inactives: top-dose activity change, negative = inhibition, hits mostly inhibitors; 350,000 compounds, 0.2% hits; AID 2528;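 further: potency means the concentration at half of the fitted maximal effect; plate controls were vehicle for no effect and no enzyme for full effect; nearly all actives have a fitted effect of over 35% in size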
# POLI inh = blocks human DNA polymerase iota activity | Q9UNA4 | Pol iota fluorescent replication assay, 10 min | Potency, µM (top dose mostly 115 µM), inactives show top-dose activity, negative = inhibition, usual class: inhibitors | 390,000 compounds, 1% hits | AID 588590; further: potency means the concentration at half of the fitted maximal effect
#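 Fluorescent replication assay read twice, at 0 min and 10 min after adding 50 nM (final) substrate. Enzyme (10 nM) and compounds were first incubated 15 min at room temperature; enzyme-free buffer wells were negative controls.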
# Pol eta inh = inhibitors of human DNA polymerase eta; 390,000 compounds, 1.2% hits; Q9Y253; AID 588591; Potency, µM (series often up to 114 µM), without a hit: at the highest dose activity change, negative = inhibition, usual class: inhibitors; recombinant Pol eta, fluorescent DNA replication assay; further: potency means the concentration at half of the fitted maximal effect; on the % scale 0 is the no-effect control and ±100 the full control effect
# Target sequence (Q9Y253 whole entry, looked up): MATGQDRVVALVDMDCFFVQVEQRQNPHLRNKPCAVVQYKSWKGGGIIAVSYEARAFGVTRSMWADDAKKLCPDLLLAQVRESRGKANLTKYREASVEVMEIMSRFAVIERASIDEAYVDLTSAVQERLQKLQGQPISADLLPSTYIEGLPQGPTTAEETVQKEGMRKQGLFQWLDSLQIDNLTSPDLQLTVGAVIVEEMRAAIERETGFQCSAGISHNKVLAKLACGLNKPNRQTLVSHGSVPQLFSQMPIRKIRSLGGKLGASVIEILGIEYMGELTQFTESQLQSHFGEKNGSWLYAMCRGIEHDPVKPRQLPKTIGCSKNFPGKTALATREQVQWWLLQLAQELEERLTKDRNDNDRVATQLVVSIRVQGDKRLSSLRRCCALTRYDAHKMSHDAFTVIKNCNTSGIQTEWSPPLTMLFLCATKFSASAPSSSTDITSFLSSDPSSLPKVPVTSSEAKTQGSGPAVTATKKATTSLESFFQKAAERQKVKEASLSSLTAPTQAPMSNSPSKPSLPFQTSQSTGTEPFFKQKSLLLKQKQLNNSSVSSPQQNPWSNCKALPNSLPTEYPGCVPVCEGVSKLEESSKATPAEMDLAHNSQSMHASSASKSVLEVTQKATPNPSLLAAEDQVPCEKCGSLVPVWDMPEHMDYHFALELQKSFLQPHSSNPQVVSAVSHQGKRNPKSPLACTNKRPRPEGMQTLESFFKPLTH
#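 Pol eta at 10 nM preincubated with compounds 15 min at room temperature; reaction started with fluorescent substrate (50 nM final) and read kinetically at 0 and 10 min.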
# RXFP1 antagonist = blocks the human relaxin receptor RXFP1. Q9HBX9. HEK293-RXFP1, relaxin-stimulated cAMP HTRF, 30 min; stronger effect = lower value. activity change, negative = inhibition, % at 57.5 µM. 350,000 compounds, 0.59% hits. AID 1259400;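 active means activity change of -60% or lower, but not beyond a set lower limit; inconclusive means change between -60% and -40%, or beyond the set limit; inactive means change above -40%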; further: on the % scale 0 is the no-effect control and ±100 the full control effect
# Pol kappa inh = blocks human DNA polymerase kappa activity. Q9UBT6. purified Pol kappa, fluorescent DNA synthesis assay, 10 min. Potency, µM (highest dose often 107 µM), inactives show at the top dose activity, negative = inhibition, most hits filed as inhibitors. 400,000 compounds, 0.53% hits. AID 588579; further: potency means the concentration at half of the fitted maximal effect; on the % scale 0 is the no-effect control and ±100 the full control effect
#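 Kinetic fluorescence readout at 0 and 10 min followed reaction start with substrate at 50 nM final. Beforehand, enzyme (10 nM Pol kappa) stood 15 min with compound at room temperature; buffer-only wells were negative controls.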
# APE1 inh = inhibitors of human APE1 endonuclease. 350,000 compounds, 0.35% hits. Potency, µM (highest dose often 65.8 µM), for inactives: at the highest dose activity change, negative = inhibition, usual class: inhibitors. AID 2517. P27695. recombinant APE1, TAMRA/BHQ-2 abasic DNA cleavage fluorescence;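 further: potency means the concentration at half of the fitted maximal effect; plate controls were vehicle for no effect and reference inhibitor for full effect; nearly all actives have a fitted effect of over 55% in size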
# Target sequence (P27695 whole entry, looked up): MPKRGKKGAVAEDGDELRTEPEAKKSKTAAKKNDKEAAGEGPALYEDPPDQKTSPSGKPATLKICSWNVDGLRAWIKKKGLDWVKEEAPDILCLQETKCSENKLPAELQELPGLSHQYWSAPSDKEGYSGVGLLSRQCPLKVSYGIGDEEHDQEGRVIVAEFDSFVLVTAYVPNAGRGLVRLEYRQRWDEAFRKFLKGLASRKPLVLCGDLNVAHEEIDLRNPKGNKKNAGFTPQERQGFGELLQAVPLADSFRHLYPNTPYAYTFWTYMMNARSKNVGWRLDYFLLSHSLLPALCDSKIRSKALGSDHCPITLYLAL
#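 Quantitative HTS: incision of a TAMRA/BHQ-2 double-stranded substrate bearing a tetrahydrofuran abasic site by 0.75 nM APE1 raises fluorescence. Substrate 50 nM final, added after 15 min compound preincubation at room temperature; progress as third-minus-first kinetic read difference.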
# Pol beta inh = inhibitors of human DNA polymerase beta; P06746; AID 485314; 340,000 compounds, 1.3% hits; Potency, µM (top dose mostly 114 µM), for inactives: top-dose activity change, negative = inhibition, usual class: inhibitors; Pol beta primer extension/strand displacement, fluorescence kinetic; further: potency means the concentration at half of the fitted maximal effect; on the % scale 0 is the no-effect control and ±100 the full control effect
#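 Curves were derived by four-parameter Hill fits of normalized qHTS data. The kinetic fluorescent primer-extension read was taken at 0 and 10 min after 50 nM substrate, following a 15 min room-temperature preincubation of 10 nM enzyme with compounds.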
# The depositor's hits bear a star; i = inactive; ? = inconclusive; · = not tested or not shown; & = joins results of further samples; [ ] = remark or other dose. Unless noted, the call rests on the fitted dose curve; in most records, active means well fitted curve in the direction sought with a large enough effect; inconclusive means small, poorly fitted or top-dose-only effect, or another doubt; inactive means no such curve, though single readings can be large; an effect the other way counts as inactive or inconclusive. The list is partial; count on the stated rates, not on these rows.
SMILES,PGK inhibitor,Anesthetic bind,BLM inh,POLI inh,Pol eta inh,RXFP1 antagonist,Pol kappa inh,APE1 inh,Pol beta inh
CCCN1CCN(C(=O)CCn2c(=O)c3cccn3c3cccnc32)CC1,11.6%,0.3%,-5.6%,-2.7%,5.7%,18.3,-14.1%,3.8%,17.6%
Cc1sc(NC(=O)c2cccs2)nc1-c1ccccc1,-8.9%,-22.3%,-6.1%,1.3%,-4.4%,-15.3,-3.7%,-4.2%,-0.5%
CC(=O)Nc1ccc(-c2csc(NC(=O)CC(NC(C)=O)c3ccccc3)n2)cc1 (stereo not given),-0.1%,1.2%,-5.3%,30.8%[activator],-8.6%,-1.6,-12.0%,60.9%[activator],-17.3%
O=C(O)c1ccccc1C(=O)c1ccc(N2CCOCC2)c([N+](=O)[O-])c1,-7.2%,-8.8%,-2.3%,-2.8%,-1.0%,-69.1*,-22.3%,3.6%,8.9%
O=C(c1cccc(Oc2ccc([N+](=O)[O-])cc2)c1)N1CCOCC1,-14.2%,-11.4%,-1.4%,24.5%,-13.1%,-0.5,-9.9%,15.6%,-10.3%
COc1ccc2cc3c(N)nn(C(=O)c4cccc(F)c4)c3nc2c1,3.5%,0.9%,2.3%,-10.9%,-1.7%,-0.5,-0.9%,-4.8%,-1.8%
COc1ccc(-c2cc(C(=O)NCc3ccccc3)no2)cc1OC,-1.8%,-9.0%,-2.5%,-12.4%,2.7%,-9.3,4.6%,2.3%,10.8%
CN=C(C)/C(C(=O)OC)=C(/O)c1c(F)cccc1F,-1.2%,2.8%,-5.6%,13.1%,5.8%,10.1,-2.6%,5.2%,32.7%[activator]
O=C(NCC(=O)N(Cc1cccs1)C(C(=O)NC1CCCC1)c1ccncc1)c1ccco1 (stereo not given),5.7%,-3.9%,-22.6%,41.6%[activator],-10.5%,-6.6,2.1%,?,-3.2%
CCN(CC(=O)Nc1ccc(OC)cc1)C(=O)c1ccc2ccccc2c1,7.8%,·,·,51.9%[activator],-14.5%,-9.0,-3.2%,-11.8%,·
CN(C)c1ccc(CN2CCC(C(N)=O)CC2)cc1,i,-9.8%,2.9%,23.1%,-17.2%,0.1,1.7%,?,-1.6%
O=C(CNC(=O)c1ccc(Br)o1)Nc1ccncc1,6.6%,·,·,36.7%[activator],4.6%,19.9,2.2%,2.4%,·
COc1cc(/C=C/C(=O)OCc2csc(CC(=O)Nc3ccc(C)cc3)n2)ccc1OCC#N,4.9%,·,·,-8.6%,-9.1%,10.3,-18.1%,-7.7%,·
O=C(O)COCC(=O)Nc1ccc(-n2cnnn2)cc1,-1.0%,-1.6%,-4.1%,-5.0%,-9.3%,-4.2,1.5%,-2.6%,?
O=C(CN1C(=O)c2ccccc2S1(=O)=O)NC1CCCCC1,-3.9%,-4.7%,-3.7%,33.9%[activator],10.6%,6.7,-11.4%,50.8%[activator],21.2%
O=C1CCN(Cc2ccc([N+](=O)[O-])cc2)CCN1[C@H](CO)Cc1ccccc1,i,-10.0%,-1.1%,-1.1%&0.1%,-6.5%,·,9.3%&-26.0%,27.3%,10.5%
CCOc1ccc(-c2nc(C#N)c(N3CCN(C)CC3)o2)cc1,·,1.3%,0.6%,-5.3%,-6.4%,-10.5,-7.1%,-1.2%,-8.0%
CC(C)(C)c1ccc(C(=O)N2CCC(=O)N(C(COCc3ccccc3)Cc3ccccc3)CC2)cc1 (stereo not given),i,68.6%[activator],-17.2%,23.1%,-20.9%,·,4.6%,7.0%,18.6%
CCOc1ccc2nc(N=NC3=C(O)CC(C)(C)CC3=O)sc2c1,-11.1%,-0.6%,0.4%,17.0%,-15.7%,-1.0,-3.7%,-22.2%,4.4%
CN(c1cccc(NC(=O)Cc2ccccc2)c1)S(C)(=O)=O,-7.7%,-6.0%,-2.4%,47.8%[activator],-1.6%,6.8,0.0%,-2.9%,0.7%
N/C(=N\OC(=O)Nc1ccccc1)c1ncc(C(F)(F)F)cc1Cl,-2.4%,?,-2.4%,11.4%,-2.7%,-7.5,-12.3%,8.0%,-0.9%
CN(C)c1[nH]c(=O)c(C#N)c2c1CCN2Cc1ccccc1,-8.6%,-13.7%,-2.0%,5.4%,-15.3%,-3.1,2.9%,-4.6%,16.1%
O=C(c1ccc(Cl)c(S(=O)(=O)N2CCCCCC2)c1)N1CCCC(C(F)(F)F)C1 (stereo not given),-3.6%,·,·,9.7%,-3.8%,-9.5,-17.9%,-5.6%,·
O=C(O)CN1C(=O)/C(=C\c2cc(Br)ccc2OCc2ccccc2F)SC1=S,·,-10.7%,-11.3%,-24.7%,?,-17.7,-14.0%,51.7%[activator],?
CC(=O)c1ccc(NC(=S)N2CCN(S(=O)(=O)c3ccc(F)cc3)CC2)cc1,-3.9%,-15.1%,-8.2%,26.9%,-20.3%,-2.3,-14.6%,23.3%,15.8%
# Further results:
SMILES,PGK inhibitor,Anesthetic bind,BLM inh,POLI inh,Pol eta inh,RXFP1 antagonist,Pol kappa inh,APE1 inh,Pol beta inh
CCC1CCCCN1c1ccc([N+](=O)[O-])cc1/C=N/NC(=O)Cn1c2ccccc2c(=O)c2ccccc21 (stereo not given),1.4%,-12.1%,-6.1%,10.0%,11.7%,0.0,6.3%,-6.8%,2.6%
O=C(Cc1ccccc1)NNC(=O)c1ccc(NC(=O)c2ccccc2)cc1,-6.3%,-1.0%,-12.5%,?,-14.6%,0.0,-12.6%,?,20µM*
Cc1ccc(CNC(=O)CCCN2C(=O)CCn3nc(-c4cn(C)c5ccccc45)cc32)cc1,7.4%,-10.0%,0.6%,-4.7%,-7.1%,4.7,-2.2%[60.1 µM],·,22.7%
Cc1ccc(OCCCSc2n[nH]c(N)n2)cc1,-11.2%,-19.5%,-5.7%,?,-16.6%,0.5,-10.2%,-0.2%,12.3%
O=C(c1ccco1)N1CCN(C(=O)c2ccc(CS(=O)c3cccc(Cl)c3)o2)CC1 (stereo not given),-3.8%,-6.7%,0.8%,2.3%,-13.0%,-9.8,3.4%,34.5%,17.6%
N#Cc1ccccc1OCC(=O)NCC(c1ccc(F)cc1)N1CCOCC1 (stereo not given),-0.5%,·,·,37.9%[activator],-15.5%,5.1,6.1%,-0.4%,·
C#CCOc1ccc(C2C(C(=O)OC)=C(C)NC3=C2C(=O)c2ccccc23)cc1OCC (stereo not given),5.6%,-7.9%,-2.9%,28.4%,-15.0%,-12.3,-12.3%,·,-1.2%
CCOc1ccc(NC(=O)CN2C(=O)C3(SCC(=O)N3c3ccc(F)cc3)c3ccccc32)cc1 (stereo not given),-5.1%,-10.3%,-6.2%,3.2%,-20.7%,·,0.3%,·,1.8%
CCCc1cc(NC(=O)COC(=O)c2ccc(O)cc2O)n(-c2ccccc2)n1,i,·,·,18.7%,-9.2%,1.9,-4.4%,2.4%,·
N#CCCN(C(=O)COC(=O)CCN=C1NS(=O)(=O)c2ccccc21)c1ccc(F)cc1,-16.2%,·,·,28.0%,0.3%,-13.3,-2.0%,15.9%,·
CC1CC(=O)N(CC(=O)NC2CCCCC2)c2ccccc2S1 (stereo not given),9.4%,5.2%,0.4%,12.4%,1.3%,7.7,-1.3%,-4.4%,2.4%
Cc1cc(C)nc(SCc2nnc(SCC(=O)Nc3cc(C(F)(F)F)ccc3Cl)o2)n1,·,-0.3%,-0.5%,-2.7%,4.9%,-17.5,7.7%,-3.4%,7.9%
CCOC(=O)c1cc(-c2ccccc2)n(CCC(=O)NCCc2ccc(OC)c(OC)c2)c1C,-0.3%,-14.5%,-3.5%,-5.2%,-22.1%,-31.3,-4.0%[60.1 µM],·,?
Cc1cc(F)ccc1NS(=O)(=O)c1c(C)nc2scc(C)n2c1=O,2.7%&-1.3%,-6.4%&-6.1%,3.0%&-1.1%,40.1%&3.6%[activator],7.7%&-13.7%,2.2&-17.9,-1.9%&0.0%,6.8%,24.6%&-2.3%
O=C(N/N=C/c1c[nH]c2ccc(Br)cc12)C1CC1,-4.8%,-4.0%,1.1%,80.7%[activator],-10.3%,4.1,-6.2%,0.7%,-5.6%
Cc1nnc(SCC(=O)N2CCN(S(=O)(=O)c3ccc(Cl)cc3)CC2)[nH]c1=O,-10.0%,-12.9%,1.5%,?,-6.0%,-3.1,-17.1%,-1.8%,0.5%
O=[N+]([O-])c1ccc(N2CCSCC2)cc1O,-3.1%,-5.5%,-4.7%,13.0%,-13.1%,3.3,-11.6%,?,0.7%
CC1Cc2ccccc2N1C(=O)c1ccc2c(c1)nnn2C (stereo not given),-6.8%,-6.8%,-1.0%,10.6%,-2.0%,9.4,-8.7%,-1.3%,28.3%
CCOc1ccccc1NC(=O)c1ccccc1-c1nc(-c2ccccc2)no1,i,?,-0.4%,-5.0%,-10.3%,6.7,-12.2%,-1.4%,-19.1%
CC(=O)c1cccc(NC(=O)COC(=O)c2cccc(N3C(=O)c4ccccc4C3=O)c2)c1,i,1.8%,2.3%,42.6%[activator],-4.5%,0.1,1.2%,1.0%,-3.8%

# Reformatted: results already given
Molecule	PGK inhibitor	Anesthetic bind	BLM inh	POLI inh	Pol eta inh	RXFP1 antagonist	Pol kappa inh	APE1 inh	Pol beta inh
O=C(c1ccco1)N1CCN(C(=O)c2ccc(CS(=O)c3cccc(Cl)c3)o2)CC1 (stereo not given)	-3.8%	-6.7%	0.8%	2.3%	-13.0%	-9.8	3.4%	34.5%	17.6%
N#Cc1ccccc1OCC(=O)NCC(c1ccc(F)cc1)N1CCOCC1 (stereo not given)	-0.5%	·	·	37.9%[activator]	-15.5%	5.1	6.1%	-0.4%	·
C#CCOc1ccc(C2C(C(=O)OC)=C(C)NC3=C2C(=O)c2ccccc23)cc1OCC (stereo not given)	5.6%	-7.9%	-2.9%	28.4%	-15.0%	-12.3	-12.3%	·	-1.2%
CCOc1ccc(NC(=O)CN2C(=O)C3(SCC(=O)N3c3ccc(F)cc3)c3ccccc32)cc1 (stereo not given)	-5.1%	-10.3%	-6.2%	3.2%	-20.7%	·	0.3%	·	1.8%
CCCc1cc(NC(=O)COC(=O)c2ccc(O)cc2O)n(-c2ccccc2)n1	i	·	·	18.7%	-9.2%	1.9	-4.4%	2.4%	·
